# Bioassay records from PubChem BioAssay.
# ERK EGF inh = blocks ERK signaling stimulated by EGF; Potency, µM (doses to about 11.5 µM), inactives show at the top dose activity change, negative = inhibition, usual class: inhibitors; 0.41% of 130,000 active; HEK293-V1b, EGF-stimulated phospho-ERK AlphaScreen; active = well fitted inhibition curve with a large enough effect; inconclusive = small, poorly fitted or top-dose-only effect, or effect the other way;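 also: plate controls were stimulated vehicle wells for no effect and unstimulated vehicle basal for full effect; nearly all actives have a fitted effect of over 55% in size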
#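 HEK293 cells stably expressing V1b receptor, serum-reduced (1% FBS) overnight, pretreated 30 min with compound, then stimulated 5 min with 25 nM EGF; phospho-ERK detected by AlphaScreen SureFire. AC50 from Hill fits, normalized to DMSO and EGF.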
# * marks the source's active call; other numbers are inactive results; u = inconclusive; & = joins results of further samples; [ ] = another dose, or the depositor's remark. Potency is read from the fitted curve at half-maximal effect.
> O=C(NCc1ccc(F)cc1)C1CCN(c2cnccn2)CC1
  ERK EGF inh: -2%
> Cc1c([N+](=O)[O-])c(N)nn1C
  ERK EGF inh: 4%[57.5 µM]
> CCOC(=O)N1CCN(C(=O)CSc2ccc(-c3ccncc3)nn2)CC1
  ERK EGF inh: 5%
> CCC1CN2CCC1CC2[C@@H](NC(=S)Nc1cc(C(F)(F)F)cc(C(F)(F)F)c1)c1cccc2ccc(OC)cc12 (some centres not stated)
  ERK EGF inh: 1%
> O=C(Cn1cnc2cc([N+](=O)[O-])ccc2c1=O)Nc1cccc2ccccc12
  ERK EGF inh: 13%[57.5 µM]
> CC1(C)CC(=O)C(C=NCCN2CCN(C(=S)NC3CCCCC3)CC2)=C(O)C1
  ERK EGF inh: 6%
> CN(C)CC#CCC(O)(c1ccccc1)c1ccccc1
  ERK EGF inh: 13%[57.5 µM]
> COc1ccc(NC(=O)C2=NN(C3CCS(=O)(=O)C3)C(=O)CC2)cn1 (configuration not stated)
  ERK EGF inh: 4%
> N#CCCn1cc(C(=O)Nc2ccccc2Br)c(-c2cc3ccccc3o2)n1
  ERK EGF inh: 4%
> COc1cc(/C=N/Nc2nc(N3CCCC3)nc(N3CCCC3)n2)ccc1OCc1ccccc1F
  ERK EGF inh: -2%[57.5 µM]

> COC(=O)c1cncc(C)c1
  ERK EGF inh: -2%[57.5 µM]
> COc1ccccc1CN1CCCCC1C(=O)O (configuration not stated)
  ERK EGF inh: -5%
> CSc1ccccc1C(=O)NCc1ccc(C)cc1
  ERK EGF inh: -2%
> Nc1scn[n+]1Cc1cccc2cccnc12
  ERK EGF inh: -13%[57.5 µM]
> Cn1c(Cn2c(=O)sc3ccccc32)nnc1SCC(=O)NC1CCCC1
  ERK EGF inh: 2%
> Cc1cc(C)c(NC(=S)NC(=O)c2ccc(-c3ccccc3)cc2)c(C)c1
  ERK EGF inh: -1%
> Oc1ccc(N=C/C=C/c2ccc(Br)cc2)cc1-c1nc2ccccc2s1
  ERK EGF inh: 5%
> COc1cc(/C=N/NC(=O)c2ccc([N+](=O)[O-])cc2Cl)cc(Br)c1O
  ERK EGF inh: 2%
> CCn1cc(CNC(=S)Nc2cccc(Cl)c2C)cn1
  ERK EGF inh: 11%
> Cn1cccc1-c1nc2ccccc2[nH]1
  ERK EGF inh: -5%[57.5 µM]

> CCCn1c(SCC(=O)NCc2ccccc2)n[nH]c1=O
  ERK EGF inh: -4%
> CCc1nnc(NS(=O)(=O)c2ccc(NC(=S)NC(=O)c3ccccc3)cc2)s1
  ERK EGF inh: -3%
> Cc1nn(C)c(C)c1/C=C(/C(=O)C(C)C)n1cncn1
  ERK EGF inh: -19%[57.5 µM]
> O=C(Cn1c(-c2ccccc2)c[n+]2ccsc12)c1ccccc1
  ERK EGF inh: -2%
> Cc1ccc(-c2nc(N)n(C(=O)c3cccs3)n2)cc1
  ERK EGF inh: 4%
> O=c1cc(CSc2nnc3ccccn23)c2c(ccc3ccccc32)o1
  ERK EGF inh: 9%
> Cc1ccc(/C=C(\NC(=O)c2ccccc2)C(=O)NCC2CCCO2)o1 (configuration not stated)
  ERK EGF inh: 0%
> O=C(NNS(=O)(=O)c1ccccc1[N+](=O)[O-])c1ccccc1Cl
  ERK EGF inh: -6%
> COc1cccc(/C=N\NC(=O)Cn2nnc3ccccc32)c1O
  ERK EGF inh: 6%
> c1ccc(CCn2cnc3ccccc32)cc1
  ERK EGF inh: 3%

> CCOc1cc(/C=C2\C(=O)ON=C2C)ccc1OCc1ccccc1
  ERK EGF inh: u
> Cc1cc(C)c2c3c(oc2n1)C(=O)N(c1cccc(Cl)c1)CC(=O)N3
  ERK EGF inh: 7%[57.5 µM]
> CN(C)c1cc(NC(=O)CNC(C)(C)C)c2ccccc2n1
  ERK EGF inh: -3%[57.5 µM]
> CCOC(=O)C1(CCOc2ccccc2)CCN(CCCn2cccn2)CC1
  ERK EGF inh: -15%[57.5 µM]
> Cc1nn(-c2ccccc2)c(Cl)c1/C=C/C(=O)c1ccc(O)cc1
  ERK EGF inh: 16µM*
> O=C(c1ccccc1)[C@@H]1[C@@H]2C(=O)N(c3ccc(F)cc3)C(=O)[C@@H]2C2CCCN21 (some centres not stated)
  ERK EGF inh: 3%[57.5 µM]
> CCS(=O)(=O)N1CCc2cc(OC)c(OC)cc2C1
  ERK EGF inh: 2%
> CCSc1nc(-c2ccccc2)nc2c1CCCC2
  ERK EGF inh: 2%
> CN1CCC(N(C)C(=S)NCCc2ccccc2)CC1
  ERK EGF inh: -7%
> COc1ccc(S(=O)(=O)N2CC(O)CC2C(=O)OCc2nc3sc(C)c(C)c3c(=O)[nH]2)cc1 (configuration not stated)
  ERK EGF inh: 0%

# Taken from the listing for reference:
> Cn1cccc1-c1nc2ccccc2[nH]1
  ERK EGF inh: -5%[57.5 µM]
> CCCn1c(SCC(=O)NCc2ccccc2)n[nH]c1=O
  ERK EGF inh: -4%
> CCc1nnc(NS(=O)(=O)c2ccc(NC(=S)NC(=O)c3ccccc3)cc2)s1
  ERK EGF inh: -3%
> Cc1nn(C)c(C)c1/C=C(/C(=O)C(C)C)n1cncn1
  ERK EGF inh: -19%[57.5 µM]
> O=C(Cn1c(-c2ccccc2)c[n+]2ccsc12)c1ccccc1
  ERK EGF inh: -2%
> Cc1ccc(-c2nc(N)n(C(=O)c3cccs3)n2)cc1
  ERK EGF inh: 4%
> O=c1cc(CSc2nnc3ccccn23)c2c(ccc3ccccc32)o1
  ERK EGF inh: 9%
> Cc1ccc(/C=C(\NC(=O)c2ccccc2)C(=O)NCC2CCCO2)o1 (configuration not stated)
  ERK EGF inh: 0%
> O=C(NNS(=O)(=O)c1ccccc1[N+](=O)[O-])c1ccccc1Cl
  ERK EGF inh: -6%
> COc1cccc(/C=N\NC(=O)Cn2nnc3ccccc32)c1O
  ERK EGF inh: 6%
> c1ccc(CCn2cnc3ccccc32)cc1
  ERK EGF inh: 3%
> CCOc1cc(/C=C2\C(=O)ON=C2C)ccc1OCc1ccccc1
  ERK EGF inh: u

> Cc1cc(C)c2c3c(oc2n1)C(=O)N(c1cccc(Cl)c1)CC(=O)N3
  ERK EGF inh: 7%[57.5 µM]
> CN(C)c1cc(NC(=O)CNC(C)(C)C)c2ccccc2n1
  ERK EGF inh: -3%[57.5 µM]
> CCOC(=O)C1(CCOc2ccccc2)CCN(CCCn2cccn2)CC1
  ERK EGF inh: -15%[57.5 µM]
> Cc1nn(-c2ccccc2)c(Cl)c1/C=C/C(=O)c1ccc(O)cc1
  ERK EGF inh: 16µM*
> O=C(c1ccccc1)[C@@H]1[C@@H]2C(=O)N(c3ccc(F)cc3)C(=O)[C@@H]2C2CCCN21 (some centres not stated)
  ERK EGF inh: 3%[57.5 µM]
> CCS(=O)(=O)N1CCc2cc(OC)c(OC)cc2C1
  ERK EGF inh: 2%
> CCSc1nc(-c2ccccc2)nc2c1CCCC2
  ERK EGF inh: 2%
> CN1CCC(N(C)C(=S)NCCc2ccccc2)CC1
  ERK EGF inh: -7%
> COc1ccc(S(=O)(=O)N2CC(O)CC2C(=O)OCc2nc3sc(C)c(C)c3c(=O)[nH]2)cc1 (configuration not stated)
  ERK EGF inh: 0%

# The results go on.
> COc1ccc(NS(=O)(=O)c2ccc(Cl)c(NC(=O)c3cccnc3Cl)c2)cc1
  ERK EGF inh: -10%[57.5 µM]
> CCN1CCN(C(=O)NC(C(=O)NC2C(=O)N3C2SC(C)(C)C3C(=O)O)c2ccccc2)C(=O)C1=O (configuration not stated)
  ERK EGF inh: 19%
> C/C(CC(=O)Nc1ccc(N(C)C)cc1)=N\NC(=O)Cc1csc(N)n1
  ERK EGF inh: 9%
> CCOC(=O)c1ccc(NC(=O)c2nc[nH]c2C(=O)N[C@@H](Cc2ccccc2)C(=O)OC(C)(C)C)cc1
  ERK EGF inh: -4%[57.5 µM]
> COc1ccc(-c2cc(C(=O)c3c(N)n(C)c(=O)n(C)c3=O)c3ccccc3n2)cc1OC
  ERK EGF inh: 2%
> Cc1ccc(NC(=O)c2cccs2)cc1S(=O)(=O)Nc1cccc(Cl)c1
  ERK EGF inh: 20µM*
> Nc1cc(Cl)ccc1N1C(=O)CCC1=O
  ERK EGF inh: -8%[57.5 µM]
> CCOc1cc(NC(=O)c2ccccn2)c(OCC)cc1NC(=O)c1ccc(C)cc1
  ERK EGF inh: 3%
> O=C1C2CC=CCC2C(=O)N1Cc1ccccc1 (configuration not stated)
  ERK EGF inh: 1%
> O=C(Nc1ccccc1-c1ccccc1)c1ccc(Cl)c([N+](=O)[O-])c1
  ERK EGF inh: -5%

> Cc1cc(=O)[nH]c(N/N=C/c2ccc(N(C)C)cc2)n1
  ERK EGF inh: 1%
> Cc1nc2ccccn2c1C(=O)/C=C/c1cccc([N+](=O)[O-])c1
  ERK EGF inh: -8%
> CCOC(=O)c1sc(-c2ccc(C)cc2)c(C#N)c1C
  ERK EGF inh: 2%
> CC(C)=CC(=O)OCC(=O)Nc1ccc(SC(F)F)cc1
  ERK EGF inh: 8%
> CC1C/C(=N\NC(=O)c2ccc(NS(=O)(=O)c3ccc(Br)cc3)cc2)CC(C)(C)C1 (configuration not stated)
  ERK EGF inh: -4%
> O=c1nc(N/N=C/c2ccccn2)cn[nH]1
  ERK EGF inh: 0%
> CCN(CC)C(=O)CSc1nc2[nH]ncc2c(=O)[nH]1
  ERK EGF inh: -2%
> Cc1cc(C)c(CN2CCCC(CNC(=O)c3ccc(F)cc3)C2)c(-n2cccn2)c1 (configuration not stated)
  ERK EGF inh: -3%[57.5 µM]
> O=C(Nc1nnc(SCC(=O)N2CCCc3ccccc32)s1)c1ccc2ccccc2c1
  ERK EGF inh: -1%
> Cc1cccn2c(CN[C@@H]3CCCC[C@H]3c3ccccc3)c(C(=O)N3CCOCC3)nc12
  ERK EGF inh: -1%

# Later entries
compound	ERK EGF inh
N#CC(C#N)=C1C(=O)N(CCN2CCCCC2)c2ccccc21	0%[57.5 µM]
O=C(CN1C(=O)S/C(=C\C=C\c2ccccc2)C1=O)Nc1cccc(O)c1	4%
COc1ccc(NC(=O)CSc2nc3ccccc3c(=O)n2CCCN2CCOCC2)c(OC)c1	-14%
COc1ccccc1-n1c(SCC(=O)Nc2ccc(Br)cc2)nc(O)cc1=O	1%[57.5 µM]
COc1ccc(S(=O)(=O)N(C)c2ccc(C(=O)N3CCCC3)cc2)cc1	-4%
CCOC(=O)CSC1=NC(=O)/C(=C/c2ccc(Br)cc2)S1	4%[57.5 µM]
CCOC(=O)C1CCN(C(=O)CSc2c3c(nc4ccccc24)CCC3)CC1	-10%
Cc1cccc(C(=O)N2CCCCCC2)c1[N+](=O)[O-]	-2%
O=C(O)c1ccccc1C(=O)NNc1cccc(Cl)n1	-1%
N#Cc1c(N2C(=O)Nc3ccccc3N2O)sc2c1CCCCCC2	5%
Cc1ccc(C(=O)OCC(=O)N2CCC(Cc3ccccc3)CC2)cc1N	-3%
CCOC(=O)c1cc(-c2ccc(OC)cc2)nc2c1c(C)nn2CCC(N)=S	-3%
Cc1cc(NC(=O)c2ccc(Cl)cc2)n(CCOC(=O)c2ccc(Cl)cc2)n1	3%
Cc1ccccc1OCC(=O)N/N=C/c1cn(Cc2ccccc2)c2ccccc12	3%
CC(C)NC[C@H](O)c1ccc(O)c(O)c1	-1%
CC(=O)n1nc(-c2ccco2)nc1SCc1ccccc1	4%
CCC(C)[C@H]1CNC(=O)C(=O)N1CCCc1cc(OC)c(OC)c(OC)c1 (some centres not stated)	-15%[57.5 µM]
O=S(=O)(N/N=C/c1ccc(F)cc1)c1ccccc1	-4%
CCO/C=C1\C(=O)N(CC)c2ccccc21	2%
CC1CCCC(C)N1C(=O)CSc1nc2ccccc2c(=O)[nH]1 (configuration not stated)	-2%
O=C(COC(=O)CNC(=O)c1cccc([N+](=O)[O-])c1)Nc1cccc(S(=O)(=O)N2CCCC2)c1	6%
C=CCC(C)(NCc1ccccc1)C(=O)OCC (configuration not stated)	-6%
CCSc1ccc(-c2ccc(C)cc2)nn1	-6%
COC(=O)[C@@]1(Cc2ccc(F)cc2)[C@H]2c3cc(C(=O)N(C)C)n(Cc4ccccn4)c3C[C@H]2CN1C(=O)c1ccccc1	-14%&7%
CC(C)c1ccc(NCCC(=O)c2ccc(Br)cc2)cc1	11%
CC(C(=O)NC(C)(C)C)N(Cc1cccs1)C(=O)CCN1CCc2ccccc21 (configuration not stated)	6%
Cc1ccc(C(=O)N2CCN(S(=O)(=O)c3ccccc3[N+](=O)[O-])C2)cc1	-14%
S=c1[nH]ccn1-c1cccc(Cl)c1	1%
O=C(N/N=C/c1cccc(Br)c1)c1ccc(Br)cc1	-2%
Cc1ccc(Cn2nnnc2CN2CCC(O)(c3cccnc3)CC2)cc1	4%
COc1nc(NCCO)nc(Nc2ccc([N+](=O)[O-])cc2)n1	2%
CCN(CC)CCNC(=O)c1ccc(NC(=O)Cc2ccccc2F)cc1	-3%
O=C(CCCOc1ccc(Cl)cc1Cl)N/N=C/c1ccco1	2%
CCOC(=O)c1[nH]c(C)c(C(=O)Nc2ccc(Cl)cc2)c1C	4%
Cc1ccc(O)c(C(CC(=O)NCc2ccco2)c2ccccc2)c1 (configuration not stated)	-2%
c1ccc2nc3ccccc3nc2c1	-18%

# Continued, overlapping the part above by three compounds.
compound	ERK EGF inh
CCOC(=O)c1[nH]c(C)c(C(=O)Nc2ccc(Cl)cc2)c1C	4%
Cc1ccc(O)c(C(CC(=O)NCc2ccco2)c2ccccc2)c1 (configuration not stated)	-2%
c1ccc2nc3ccccc3nc2c1	-18%
Cc1ccc(C(O)(C(=O)NN(C(=O)c2ccccc2)c2ccccc2)c2ccc(C)cc2)cc1	-6%
CCN(Cc1ccccc1)C(c1ccncc1)c1nnnn1C(C)(C)C (configuration not stated)	-3%
Cc1cc(C)cc(N=c2c([N+](=O)[O-])nn(-c3ccc4c(c3)OCCO4)n2O)c1	u
COC(C[C@H]1O[C@H]1C(=O)COCc1ccccc1)OC	3%[57.5 µM]
CC(=O)Nc1ccc(NC(=O)[C@@H]2CCCC[C@@H]2C(=O)O)cc1	-4%

# This is a subset (hit frequency here may not be typical).
